PAX8 inh HTS = PAX8 transcriptional activity inhibition | RMG-I TPO-luciferase reporter, SteadyGlo, 24 h | inhibition, % at 12.6 µM | 360,000 compounds, 1.2% hits;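 active = mean replicate inhibition at least 60% with every replicate also reaching 60%; inconclusive = only one of the two criteria is met; inactive = mean below 60% and not all replicates reaching 60%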;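 note: luciferase light reporting Pax8 driven TPO promoter activity; plate controls were median of neutral control wells for no effect and mitoxantrone controls for full effect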
EWS-Fli block = EWS/Fli transcriptional activity inhibition; A673 NR0B1-luciferase reporter, viability-normalised; inhibition, % at 12.6 µM; 350,000 compounds, 0.67% hits; AID 651661;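 active = mean inhibition of at least 50% after viability correction, with every replicate also passing that limit; inconclusive = mean reaches 50% but only one of two replicates passes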;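 note: firefly luciferase signal divided by Alamar Blue viability fluorescence both relative to DMSO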
miR122 inh = blocks miR-122 activity in Huh7 sensor cells; Huh7 miR-122 Renilla luciferase sensor, 48 h; neutral wells = 0, positive control = 100; activation (reporter increase), % at 12.5 µM; 340,000 compounds, 0.3% hits; AID 602342;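 active = mean replicate activation score at least 90 and every replicate individually at or above 90; inconclusive = only one of the two criteria met; inactive = neither criterion met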;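 note: higher luciferase means less miR-122 activity so hits act as miR-122 inhibitors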
CFTR F508del cor = CFTR F508del correction in bronchial cells; activity (quench increase), % at 7.58 µM; CFBE cells, YFP halide quenching; stimulated with forskolin plus potentiator P3; % fluorescence drop versus neutral controls; 350,000 compounds, 0.36% hits;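 active = mean added fluorescence quench of at least 8% versus neutral control, with both replicates also reaching 8%; inconclusive = only one of the mean or replicate conditions met; inactive = mean below 8% and not both replicates reaching 8%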;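 note: cells transiently co-express mutant CFTR-F508del with the halide-sensitive YFP; corrector assay measuring rescue of mutant channel to the surface after 24 h compound exposure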
DENV2 CPE = protects cells from dengue virus 2 cytopathic effect; CPE inhibition, % at 9.99 µM; 350,000 compounds, 1.7% hits; DENV2-infected cells, cytopathic effect rescue, plate reader; in the data active = CPE inhibition above about 20%, passing the limit was not always enough; inconclusive = no clear call, values can overlap the other calls; tested in BHK-21 cells;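 note: 0% = median of neutral control wells and 100% = median of positive control wells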
FN deposit inh = fibronectin deposition inhibition | AH1F fibroblasts, Alexa488-fibronectin deposition fluorescence, overnight | inhibition, % at 12.6 µM | 350,000 compounds, 0.086% hits | AID 743247;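 active = mean inhibition across replicates of 30% or more, regardless of how many single replicates reach that level; inconclusive = mean under 30% yet at least half of replicates reach 30%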;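 note: positive control wells lacked labelled fibronectin entirely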
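Material: AH1F fibroblast monolayer depositing Alexa488-labelled fibronectin into matrix | Input: 10000 AH1F cells/well | Medium: DMEM plus 2% serum, read in PBS | Reagent: Alexa488-fibronectin, 24 nM final in well | Compound dosing: One dose per compound, pinned | Schedule: 1 h adhesion, overnight exposure | Measured by: Fluorescence at 485 nm excitation, 525 nm emission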
GSIS activator = GLuc luminescence reporter in INS-1E cells, primary screen for activators of glucose-dependent secretion of insulin; INS-1E GLuc reporter insulin secretion, 2-3 h; activation, % at 16.6 µM; 370,000 compounds, 0.61% hits; AID 743287;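 active = lowest replicate activation of at least 40%, so every replicate reaches that level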;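 note: 0% = median of neutral control wells and 100% = median of IBMX positive control wells; some compounds called inactive have numbers as strong as hits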
Active calls of the source: *; ? = inconclusive; · = no result given; [ ] = dose if it differs, or a comment. An unsorted share of the library. About 3.9% of those tested had a hit in this group.

SMILES | PAX8 inh HTS | EWS-Fli block | miR122 inh | CFTR F508del cor | DENV2 CPE | FN deposit inh | GSIS activator
CCOC(=O)c1c(NC(=O)CCC(=O)N(CC)CC)sc2c1CC(C)(C)OC2 | -9 | 0 | · | 1.1 | -6 | 7 | 4
COCC(=O)N(C)C[C@@H]1Oc2ncc(C#C[C@H](C)O)cc2C(=O)N([C@H](C)CO)C[C@@H]1C | · | 0 | -3[16.7 µM] | 0.5 | 5 | -2 | 31
C=CCNC(=S)N1CCN(c2ccccc2Cl)CC1 | 0 | 5 | · | -0.1 | 3 | 3 | 2
CC(=O)N(C)C[C@@H]1Oc2ncc(C#C[C@@H](C)O)cc2C(=O)N([C@H](C)CO)C[C@H]1C | · | -10 | 11[16.7 µM] | -1.7 | 17 | 4 | 7
C[C@@H]1CCCCO[C@H](CN(C)C(=O)Nc2ccc3c(c2)OCO3)[C@H](C)CN([C@H](C)CO)C(=O)c2cc(NC(=O)Nc3ccccc3)ccc2O1 | 4 | -38 | -4[16.7 µM] | -1.3 | -12 | 12 | 10
Cc1ccc(S(=O)(=O)N[C@H]2C=C[C@H](CC(=O)NC3CCCCC3)O[C@@H]2CO)cc1 | 1 | 3 | · | -3.0 | 2 | 7 | -9
Cc1cccc(-c2cc(C(=O)Nc3cccnc3)c3ccccc3n2)c1 | -2 | -7 | 2 | 3.0 | 13 | -6 | -19
Cc1ccc(S(=O)(=O)N(C)C[C@H]2Oc3ccc(NS(=O)(=O)c4cn(C)cn4)cc3CC(=O)N([C@@H](C)CO)C[C@H]2C)cc1 | -6 | -3 | 3[16.7 µM] | -1.8 | · | · | 18
COC(=O)c1ccc(COc2ccc(NC(C)=O)cc2)o1 | -14 | -7 | · | 1.6 | -2 | 9 | -14
Cc1ccc(NC(=O)CSCC(=O)Nc2sccc2C#N)cc1 | 5 | -3 | · | 2.9 | -2 | 1 | 7
CCCC(=O)Nc1ccc(C(=O)Nc2cccc(OC)c2)cc1 | -56 | -24 | · | · | 11 | -2 | 7
CCCN(C)C[C@@H]1Oc2cc(C#CC3CCCCC3)ccc2S(=O)(=O)N([C@@H](C)CO)C[C@@H]1C | · | 5 | -8[16.7 µM] | -0.9 | · | · | 13
COc1ccccc1N1CCN(C2CCCN(C(=O)c3ccccn3)C2)CC1 (configuration not stated) | -4 | 2 | -2 | 2.1 | 2 | 0 | 1
CO[C@H]1CN(C)C(=O)c2cc(NC(=O)Nc3ccccc3F)ccc2OC[C@H](C)N(CCC(F)(F)F)C[C@@H]1C | 20 | -9 | · | -2.7 | 0 | 1 | -12
O=C(NC(Cc1c[nH]c2ccccc12)C(=O)O)/C(=C\c1ccc2c(c1)OCO2)NC(=O)c1ccccc1 (configuration not stated) | 20 | 6 | · | -1.8 | -2 | -3 | 18
Cc1ccccc1S(=O)(=O)N1CCCCN2[C@H](CO)[C@@H](c3ccc(-c4cncnc4)cc3)[C@@H]2C1 | 1 | · | 0[16.7 µM] | 5.5 | 9 | · | 14
CC1CCN(c2ccc3nnc(CCC(=O)N4CCCCC4)n3n2)CC1 | 4 | -2 | -3 | 1.3 | 3 | -8 | 4
O=S(=O)(Nc1ccc(OC(F)F)cc1)c1ccc(-c2ccon2)s1 | -1 | 5 | 21 | 2.6 | -3 | -4 | -13
COC(=O)C1CCN(S(=O)(=O)Cc2ccccc2)CC1 | · | 2 | 1 | -1.9 | 11 | · | 6
COc1ccc2c3c([nH]c2c1)[C@@H](CO)N(C(=O)Nc1ccc(F)cc1)CC31CCN(Cc2nccs2)CC1 | · | 1 | · | 0.8 | -1 | · | -17
COc1ccc(N/C=C2\CCc3ccccc3C2=O)cc1 | 58 | 43 | 17 | -2.2 | 0 | 3 | ·
COc1ccc(S(=O)(=O)NC2CCCCC2)cc1F | -6 | · | 33 | -0.3 | -6 | 4 | 6
COc1cc(-c2ccc3c(=O)c4ccccc4sc3c2)cc(OC)c1OC | -16 | -73 | 4 | 0.1 | 9 | -9 | 2
COc1ccccc1NC(=O)N[C@H]1CC[C@@H](CC(=O)NCc2ccc(Cl)c(Cl)c2)O[C@@H]1CO | · | · | · | -0.1 | 6 | -7 | -19

Copied from the list:
CFTR F508del cor with COc1ccccc1NC(=O)N[C@H]1CC[C@@H](CC(=O)NCc2ccc(Cl)c(Cl)c2)O[C@@H]1CO → -0.1
miR122 inh with COc1ccccc1N1CCN(C2CCCN(C(=O)c3ccccn3)C2)CC1 (configuration not stated) → -2

The list goes on.
SMILES | PAX8 inh HTS | EWS-Fli block | miR122 inh | CFTR F508del cor | DENV2 CPE | FN deposit inh | GSIS activator
CC1CCCCC1NC(=O)CSc1nnc(-c2ccco2)n1C (configuration not stated) | 5 | 0 | -5 | 0.0 | -4 | 1 | 4
CN(CCc1cn[nH]c1)Cc1nc(Cc2ccccc2F)no1 | 8 | -1 | · | -2.1 | -2 | 3 | 1
CSCCC(NC(=O)c1ccc(Br)cc1)C(=O)O (configuration not stated) | -2 | 0 | -7 | 1.2 | 1 | -5 | 7
CCOc1cccc2sc(NC(=O)CCS(=O)(=O)c3ccccc3)nc12 | 87* | 2 | 5 | -3.5 | 8 | · | 2
CCCNC(=O)N(C)C[C@H]1Oc2ncc(C#C[C@@H](C)O)cc2C(=O)N([C@@H](C)CO)C[C@@H]1C | · | -7 | -4[16.7 µM] | -1.4 | 3 | -6 | 16
Cc1ccc(/C(O)=C2/C(=O)C(=O)N(c3ccccn3)C2c2ccc(F)cc2)cc1 (configuration not stated) | 21 | -7 | -5 | -0.9 | 8 | -4 | -7
O=S(=O)(c1ccccc1)N1CCN(Cc2ccc(Cl)cc2)CC1 | 9 | 2 | -6 | 0.8 | -7 | -6 | -14
C=CCOc1ccc(-c2nc3c(c(=O)[nH]c(=O)n3CCCC)n2C)cc1Br | 15 | 9 | · | 5.6 | 0 | 3 | 51*
C[C@@H]1CCCCO[C@H](CN(C)C(=O)c2ccncc2)[C@H](C)CN([C@H](C)CO)C(=O)c2cc(NS(=O)(=O)c3ccc(F)cc3)ccc2O1 | 3 | -2 | 1[16.7 µM] | -1.7 | -1 | -2 | -15
CC(=O)N(C)C[C@H]1Oc2ncc(C#Cc3ccccn3)cc2C(=O)N([C@@H](C)CO)C[C@@H]1C | · | -17 | 5[16.7 µM] | -0.9 | -4 | · | 19
CCCNC(=O)C[C@@H]1C[C@@H]2c3cc(NC(=O)CC4CC4)ccc3O[C@@H]2[C@@H](CO)O1 | · | 5 | 5[16.7 µM] | -3.7 | 4 | 5 | -5
CCCS(=O)(=O)NC(=O)C1(C)CCN(C(=O)c2cncc(Br)c2)C1 (configuration not stated) | 5 | 0 | 5 | 0.6 | 10 | -1 | 9
O=C(N[C@@H]1CC[C@H](CCn2cc(Cc3ccccc3)nn2)O[C@H]1CO)c1ccccn1 | -4 | 7 | · | -3.0 | -1 | -2 | -6
CCOC(=O)/C(C(=O)Nc1ccc(Br)cc1)=C1/NC(C)(C)Cc2ccccc21 | -20 | -3 | · | · | 1 | 0 | -11
CCOC(=O)c1c(-c2ccccc2)csc1NC(=O)CSc1nc(N)cc(N)n1 | 19 | · | 3 | · | · | 2 | -14
NC(=O)c1ccccc1NC(=O)Nc1cccc2ccccc12 | 18 | 11 | · | · | -1 | -5 | -1
O=C(CCCl)N1CCN(c2nc(-c3ccccc3)cs2)CC1 | -114 | -84 | · | 0.1 | -5 | -4 | 9
CO[C@@H]1CN(C)C(=O)c2ccc(NC(=O)C3CC3)cc2OC[C@H](C)N(C(C)=O)C[C@H]1C | · | · | · | -2.6 | 8 | 1 | -1
CC(NCCOCCOc1ccccc1)c1ccccc1 (configuration not stated) | 10 | -1 | · | · | -6 | -2 | 15
CCN(CC)S(=O)(=O)c1cccc(C(=O)Nc2cc(C)on2)c1 | -23 | -1 | 4 | -0.3 | 7 | 4 | 12
O=[N+]([O-])c1ccc(-c2cn(-c3ccccc3)c(=S)[nH]2)cc1 | -10 | · | 0 | · | · | -11 | -7
COc1cccc(-c2ccc3c(c2)[C@H]2[C@H](CCN2C(=O)NC2CCCCC2)[C@H](CO)N3C)c1 | 66* | 8 | · | 0.8 | -3 | -4 | -26
COc1ccc2c3c([nH]c2c1)[C@@H](CO)N(C(=O)c1cnccn1)CC31CN(S(C)(=O)=O)C1 | 1 | -6 | · | -2.1 | -1 | · | 8
COc1cc2c(cc1OC)CN(C(=O)c1oc3ccccc3c1C)CC2 | 8 | 0 | 0 | 1.8 | 1 | 4 | 15
COc1ccc(OC)c(/C=N\NC(=O)c2ccc(-c3ccccc3)cc2)c1 | -2 | · | · | -3.1 | -3 | 0 | 27
CO[C@H]1CN(C)C(=O)c2cc(NC(=O)Nc3cccc(F)c3)ccc2OC[C@@H](C)N(C(=O)Nc2c(C)noc2C)C[C@H]1C | -8 | 3 | · | -0.1 | 3 | -1 | -12
C=CCOc1cccc(CNn2nnnc2N)c1 | 12 | 9 | · | 0.1 | 3 | 2 | -14
CCOC(=O)N1CCC(N(CCOC)C(=O)Nc2ccc(C)c(C)c2)CC1 | · | · | 1 | · | · | -1 | -9
C[C@@H]1CCCCO[C@@H](CN(C)C)[C@H](C)CN([C@@H](C)CO)C(=O)c2cc(N(C)C)ccc2O1 | -15 | · | · | -0.5 | · | · | 20
CCc1ccc2nc(N)sc2c1 | -76 | -23 | · | -0.4 | -8 | -6 | 25
COc1ccc(-c2nn(-c3ccccc3)cc2C(=O)O)cc1N | -10 | -2 | 0 | -5.2 | -2 | -11 | -11
Cc1nc(CCNC(=O)CC2C(=O)NCCN2Cc2ccoc2)nc2c1CCCC2 (configuration not stated) | -12 | · | · | · | · | -5 | 13
CCOC(=O)c1c(-c2cccc([N+](=O)[O-])c2)cn2ccccc12 | -12 | -5 | · | 4.2 | -2 | -7 | 31
COc1ccc(NC(=O)N2CC(=O)N3[C@@H](CO)[C@H](c4ccc(C5=CCCC5)cc4)[C@@H]3C2)cc1 | · | 2 | · | 0.2 | -6 | · | -1
COCc1cc(N2CCN(C(=O)OC(C)(C)C)C[C@H]2C)ccc1N1CCS(=O)(=O)CC1 | 11 | 18 | · | 1.7 | -3 | -5 | -22
C[C@H](O)C#Cc1cnc2c(c1)C(=O)N([C@@H](C)CO)C[C@@H](C)[C@@H](CN(C)Cc1ccc(-c3ccccc3)cc1)O2 | 11 | 8 | -12[16.7 µM] | 0.1 | -8 | 2 | 18
COc1ccc(CCNC(=O)c2ccc(CNS(=O)(=O)c3ccc(C(C)(C)C)cc3)cc2)cc1OC | 1 | -7 | -3 | · | · | · | 2
Cc1cc2oc(C(=O)N3CCN(Cc4ccccc4)CC3)c(C)c2cc1C | -45 | -30 | · | -1.4 | -2 | 1 | -13
COCCn1cnnc1SCC(=O)Nc1cccc(S(=O)(=O)N(C)c2ccccc2)c1 | 20 | 8 | 4 | -1.0 | -5 | -6 | -8
C[C@H](CO)N1C[C@H](C)[C@@H](CN(C)Cc2ccc(C(F)(F)F)cc2)OCCCC[C@H](C)Oc2ccc(NC(=O)CCCN(C)C)cc2C1=O | · | 15 | 8[16.7 µM] | 0.6 | ? | · | 0
C[C@H]1CN([C@@H](C)CO)C(=O)c2cc(N(C)C)ccc2O[C@H]1CN(C)Cc1ccc(C(F)(F)F)cc1 | 19 | -5 | -3[16.7 µM] | -1.7 | 11 | -7 | -19

Screens: PubChem BioAssay, Broad Institute
